Source: PubChem (Broad Institute)
CFTR F508del cor – correctors of CFTR F508del function in bronchial epithelial cells. CFBE cells, YFP halide quenching; stimulated with forskolin plus potentiator P3; % fluorescence drop versus neutral controls. 350,000 compounds, 0.36% hits. activity (quench increase), % at 7.58 µM;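 active = mean added fluorescence quench of at least 8% versus neutral control, with both replicates also reaching 8%; inconclusive = only one of the mean or replicate conditions met; inactive = mean below 8% and not both replicates reaching 8%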;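 also: cells transiently co-express mutant CFTR-F508del with the halide-sensitive YFP; corrector assay measuring rescue of mutant channel to the surface after 24 h compound exposure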
FN deposition inh – fibronectin deposition inhibition; AH1F fibroblasts, Alexa488-fibronectin deposition fluorescence, overnight; inhibition, % at 12.6 µM; 350,000 compounds, 0.086% hits;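 active = mean inhibition across replicates of 30% or more, regardless of how many single replicates reach that level; inconclusive = mean under 30% yet at least half of replicates reach 30%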;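 also: positive control wells lacked labelled fibronectin entirely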
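Material: AH1F fibroblast monolayer depositing Alexa488-labelled fibronectin into matrix / Amount: 10000 AH1F cells per well / Signal: fluorescence 485/525 nm / Medium: DMEM, 2% serum / Compound: single dose, pinned / Incubation: 1 h cell adhesion before compound, then overnight fibronectin incubation / Reagent: Alexa488-FN, 24 nM final / Read-out: inhibition of fibronectin deposition signal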
INS-1E GSIS act – GLuc luminescence reporter in INS-1E cells, primary screen for activators of glucose-dependent secretion of insulin | INS-1E GLuc reporter insulin secretion, 2-3 h | 370,000 compounds, 0.61% hits | activation, % at 16.6 µM;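 active = lowest replicate activation of at least 40%, so every replicate reaches that level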;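 also: 0% = median of neutral control wells and 100% = median of IBMX positive control wells; some compounds called inactive have numbers as strong as hits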
miR122 inh – inhibitors of miR-122 in Huh7 cells. Huh7 miR-122 Renilla luciferase sensor, 48 h; neutral wells = 0, positive control = 100. activation (reporter increase), % at 12.5 µM. 340,000 compounds, 0.3% hits. AID 602342;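 active = mean replicate activation score at least 90 and every replicate individually at or above 90; inconclusive = only one of the two criteria met; inactive = neither criterion met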;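 also: higher luciferase means less miR-122 activity so hits act as miR-122 inhibitors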
PGC1a acetyl inh – modulators of PGC1a acetylation; inhibition, % at 15.6 µM; AID 651687; U2OS PGC1a acetylation, AlphaScreen anti-acetyl-lysine; with virally co-expressed GCN5 acetyltransferase; 350,000 compounds, 0.17% hits;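 active = every replicate shows inhibition of at least 40%; inconclusive = mean inhibition at least 40% but some replicate below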;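 also: 0% = neutral control wells and 100% = positive control wells; some results beyond the cut were filed as inactive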
C2C12 statin – suppression of simvastatin myotoxicity | C2C12 myotubes + simvastatin, ATP luminescence, 48 h; scaled: DMSO 0, geranylgeraniol control 100 | rescue of ATP level, % at 7.49 µM | 330,000 compounds, 0.78% hits;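 active = mean ATP rescue above about 67%, or every replicate alone reaching that limit, limit read from the data, passing the limit was not always enough; inconclusive = no clear call, values can overlap the other calls; inactive = mean under the limit and some replicate under it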;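 also: myotubes were challenged with 10 µM simvastatin during compound exposure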
Cneo AK release – causes C. neoformans cell lysis. AID 651654. 360,000 compounds, 0.2% hits. lysis activity, % at 15 µM. adenylate kinase release luminescence, 4 h; normalised: neutral wells 0, clomiphene wells 100;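 active = mean lysis activity across replicates of at least 80%, whatever share of replicates individually reach that level; inactive = mean lysis activity below 80%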
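Assay system: Cryptococcus neoformans yeast cells / Dosing: single-point compound dose / Timing: 4 h at 37 °C static, read 1 h later / Measured by: luminescence of released adenylate kinase using an AK detection reagent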
PglD DTNB – blocks C. jejuni PglD acetyltransferase activity; inhibition, % at 12.5 µM; 360,000 compounds, 0.098% hits; purified PglD enzyme, DTNB colorimetric CoA detection; in the data active = inhibition above about 16%, passing the limit was not always enough; inconclusive = no clear call, values can overlap the other calls; also: strong numbers were not always called active
Numbers without * were called inactive; ? = inconclusive; . = not tested or not shown; [ ] = remark or other dose.

No.	mol	CFTR F508del cor	FN deposition inh	INS-1E GSIS act	miR122 inh	PGC1a acetyl inh	C2C12 statin	Cneo AK release	PglD DTNB
1	CC(C)CC#Cc1ccc2c(c1)O[C@H](CN(C)Cc1ccccn1)[C@H](C)CN([C@@H](C)CO)S2(=O)=O	.	2	-26	-6[16.7 µM]	-1	-19	-12	-1
2	COc1ccc(C(=O)NCCc2nnc3ccc(SCC(=O)NCc4ccccc4)nn23)cc1	-1.3	.	12	.	.	-11	-6	-2
3	Cc1ccc(NC(=O)CSc2nnc(CNC(=O)c3ccco3)n2C)cc1	-3.1	5	0	3	.	8	6	3
4	COc1ccc(OCc2nnc(SCC(=O)Nc3oc(C)c4c(C)n[nH]c(=O)c34)n2C)cc1	-2.5	-6	4	-5	.	0	0	6
5	CCOC(=O)c1nc(S(C)(=O)=O)ncc1N1CCOCC1	.	.	.	0	9	-12	0	-4
6	O=C(CNC(=O)c1ccccc1)OCC(=O)c1cccs1	-2.0	5	5	0	-2	2	-1	0
7	COC(=O)/C=C1/S/C(=N/NC(=O)c2ccc(Cl)cc2Cl)NC1=O	-0.4	1	-3	-8	3	.	3	7
8	CCC(C(=O)NC(C)(C)C)N(Cc1ccccc1Cl)C(=O)c1snc(C(N)=O)c1N (stereo unspecified)	-0.3	4	.	-8	-12	15	1	-3
9	CCCn1c(C(O)c2ccc(C)cc2)nc2ccccc21 (stereo unspecified)	1.5	4	-25	-4	1	3	2	8
10	O=C(CSc1nnc(-c2ccco2)n1-c1ccccc1)Nc1c(Cl)cc(Cl)cc1C(=O)O	0.7	5	19	30	52*	-3	0	-1
11	CCCCCOC(=O)C1=C(C)NC(=O)NC1c1ccc(N(C)C)cc1 (stereo unspecified)	-2.8	7	22	31	-5	11	-1	-10
12	CSc1ncccc1C(=O)N1CCN(C(=O)c2ccccc2)CC1	-0.7	4	-3	-3	?	-1	0	-4

An excerpt from above, limited to miR122 inh:
| cpd | Structure | miR122 inh |
| --- | --- | --- |
| 5 | CCOC(=O)c1nc(S(C)(=O)=O)ncc1N1CCOCC1 | 0 |
| 6 | O=C(CNC(=O)c1ccccc1)OCC(=O)c1cccs1 | 0 |

(list continues)
No.	mol	CFTR F508del cor	FN deposition inh	INS-1E GSIS act	miR122 inh	PGC1a acetyl inh	C2C12 statin	Cneo AK release	PglD DTNB
13	O=C1c2ccccc2C(=O)c2[nH]c(=O)[nH]c21	-1.1	-11	-2	1	.	-223	2	1
14	CCN(CC)CCN(C(=O)c1cccc([N+](=O)[O-])c1)c1nc2ccc(OC)cc2s1	-1.2	-1	-15	.	-15	.	.	.
15	CO[C@H]1CN(C)C(=O)c2cc(NS(C)(=O)=O)ccc2OC[C@H](C)N(C(=O)CC2CC2)C[C@H]1C	2.7	-1	5	.	9	-3	8	7
16	CC(C)N(C)c1ncnc2c1ncn2[C@H]1CN(CCc2ccccc2)C[C@@H](CO)O1	1.3	-2	-4	2	-5	-8	0	6
17	O=C(COc1ccccc1Br)NCc1ccco1	.	.	.	-4	-5	6	1	-4
18	CCOC(=O)c1cc(-c2ccccc2C)nn1CC1CC(c2cccnc2)=NO1 (stereo unspecified)	2.1	14	-4	-4	-23	5	0	-6
19	CCn1c(SCC(=O)NCC2CCCO2)nc2c([nH]c3ccccc32)c1=O (stereo unspecified)	3.0	-5	6	.	.	.	-2	1
20	CCCCC1CCC(C(=O)NCC(c2ccco2)N2CCOCC2)CC1 (stereo unspecified)	1.3	10	-53	-4	.	21	0	3
21	CC(=O)ON=C1C=CC(=C(C#N)c2ccccc2)C=C1	-2.3	-6	.	10	?	28	-3	4
22	COc1cc(C(=O)Nc2nc(OC)c(-c3ccccc3)c(OC)n2)cc(OC)c1OC	.	.	-18	-3	12	-20	2	3
23	C[C@@H]1CCCCO[C@@H](CN(C)C(=O)Nc2ccccc2)[C@H](C)CN([C@@H](C)CO)C(=O)c2cc(NS(=O)(=O)c3cccs3)ccc2O1	0.3	-1	-27	-3[16.7 µM]	-3	.	1	0
24	O=S(=O)(NCc1ccc(C(F)(F)F)cc1)c1ccc(-n2cnnn2)cc1	-2.4	0	5	1	1	-5	33	-8
25	CCOC(=O)c1ccc(NC(=O)NCc2c(C)nn(CC)c2C)cc1	-0.6	1	-15	4	7	1	0	0
26	CCCCNC(=O)c1ccc(CS(=O)(=O)c2ccccc2OC)o1	2.1	5	-1	1	44*	8	3	8
27	C[C@@H]1CN([C@@H](C)CO)C(=O)c2cc(C3=CCCCC3)cnc2O[C@@H]1CN(C)S(=O)(=O)c1cn(C)cn1	-0.4	-6	14	-1[16.7 µM]	4	-8	3	1
28	COCC(=O)N1CCC(Oc2ccc(C(=O)NC3CCOC(C)(C)C3)cc2)CC1 (stereo unspecified)	-0.7	4	8	1	6	-4	-6	-9
29	COCC(=O)Nc1ccc2c(c1)[C@H]1C[C@H](CC(=O)N[C@H](C)c3ccccc3)O[C@@H](CO)[C@H]1O2	-1.9	.	4	-5[16.7 µM]	2	4	0	2
30	Cc1ccc(CNC(=O)CSc2nc(C)cc(C)c2C#N)cc1	.	-1	.	0	.	.	0	2
31	CCCc1cc(C(=O)N(C)CC(=O)Nc2ccc(OCC)c(OCC)c2)sc1C	-2.5	6	-38	0	4	-33	.	0
32	C[C@H](CO)N1C[C@H](C)[C@@H](CN(C)Cc2ccccn2)Oc2ncc(C#CCc3ccccc3)cc2C1=O	-0.1	0	-3	-3[16.7 µM]	-6	.	-3	4
33	O=C(C[C@@H]1C[C@@H]2c3cc(NS(=O)(=O)c4ccccc4)ccc3O[C@@H]2[C@@H](CO)O1)N1CCOCC1	2.6	-1	-4	5[16.7 µM]	2	4	3	0
34	O=C(C[C@@H]1CC[C@H]2[C@@H](COC[C@@H](O)CN2Cc2ccc3c(c2)OCO3)O1)Nc1ccc(-c2ccccc2)cc1	6.9	9	-1	-7[16.7 µM]	-8	11	-5	2
35	CCCn1cc(S(=O)(=O)c2ccc(OC)cc2)c(=O)c2cc(OC)ccc21	-0.9	9	8	6	9	7	-1	0
36	O=C(NNC(=S)Nc1ccc(Cl)c(Cl)c1)c1ccccn1	?	5	-19	.	7	.	.	.

Taken from the listing (3 entries):
No.	mol	CFTR F508del cor	FN deposition inh	INS-1E GSIS act	miR122 inh	PGC1a acetyl inh	C2C12 statin	Cneo AK release	PglD DTNB
32	C[C@H](CO)N1C[C@H](C)[C@@H](CN(C)Cc2ccccn2)Oc2ncc(C#CCc3ccccc3)cc2C1=O	-0.1	0	-3	-3[16.7 µM]	-6	.	-3	4
33	O=C(C[C@@H]1C[C@@H]2c3cc(NS(=O)(=O)c4ccccc4)ccc3O[C@@H]2[C@@H](CO)O1)N1CCOCC1	2.6	-1	-4	5[16.7 µM]	2	4	3	0
34	O=C(C[C@@H]1CC[C@H]2[C@@H](COC[C@@H](O)CN2Cc2ccc3c(c2)OCO3)O1)Nc1ccc(-c2ccccc2)cc1	6.9	9	-1	-7[16.7 µM]	-8	11	-5	2

The list continues:
No.	mol	CFTR F508del cor	FN deposition inh	INS-1E GSIS act	miR122 inh	PGC1a acetyl inh	C2C12 statin	Cneo AK release	PglD DTNB
37	Clc1ccc(-c2csc3ncnc(NCCN4CCOCC4)c23)cc1	.	10	.	-4	17	.	2	3
38	CC(C)CC(=O)Nc1ccc(OCC(=O)O)cc1	.	2	27	-6	-6	0	-1	1
39	COc1cccc(/C=C/C(=O)OCC(=O)Nc2cccc(S(=O)(=O)NC3=NCCCCC3)c2)c1	2.0	.	-3	.	.	-4	1	5
40	CC(C)CC#Cc1cnc2c(c1)C(=O)N([C@H](C)CO)C[C@H](C)[C@@H](CN(C)Cc1ccccn1)O2	-2.3	1	-17	7[16.7 µM]	-6	37	1	0
41	CCOc1cc(/C=C/c2cccc[n+]2C)ccc1OCC(=O)Nc1ccc(C)cc1	-0.7	8	1	.	.	-32	2	-7
42	O=C(C1CC1c1ccccc1)N1CCN(c2cccc(Cl)c2)CC1 (stereo unspecified)	.	.	.	16	-19	.	5	2
43	Cc1ccccc1-c1nc(CS(=O)(=O)CC(=O)NCCCN2CCCC2)c(C)o1	3.3	-2	.	-4	5	1	3	-1
44	O=C(c1ccccc1)N1CCN(C2c3cccc4cccc(c34)C2NS(=O)(=O)c2ccccc2)CC1 (stereo unspecified)	.	.	.	17	0	9	7	-2
45	CCOc1cc(/C=N/NC(=O)c2ccccc2-n2cccc2)ccc1O	1.8	-2	-4	.	4	-13	-1	1
46	CCS(=O)(=O)c1nc(S(=O)(=O)c2ccc(C)cc2)c(N2CCC(C)CC2)s1	0.1	3	-31	9	-11	6	0	-1
47	CC(C)(C)c1ccc(CC(=O)N2CCC2(C)C(=O)N2CCCCC2)cc1 (stereo unspecified)	3.2	-13	-4	5	27	-19	-1	-3
48	O=C(NCc1nnc(SCC(=O)N2CCCC2)o1)c1ccc(F)cc1	2.8	1	-11	.	.	8	0	-2
49	CCOC(=O)Cn1cc(/C=C/[N+](=O)[O-])c2ccccc21	6.7	3	-12	-1	0	5	1	-8
50	CC1=NNC(=O)C1CC(=O)N/N=C/c1cccs1 (stereo unspecified)	0.4	4	4	.	-6	0	1	-1
51	COc1ccc(-c2noc(C3CCCN(S(=O)(=O)c4ccc(C)c(Cl)c4)C3)n2)cc1OC (stereo unspecified)	.	1	-12	-1	-8	.	.	.
52	Cc1ccc(NC(=O)CCS(=O)(=O)c2ccc3c(c2)NC(=O)C(C)S3)nc1 (stereo unspecified)	0.0	4	-7	-4	-11	-4	0	-5
53	Cc1cccc(NC(=O)c2nc[nH]c2C(=O)NCCCCCCNC(=O)c2[nH]cnc2C(=O)Nc2cccc(C)c2)c1	0.7	-2	23	1	6	-3	-7	-4
54	N#CCOc1nc(N2CCOCC2)nc(N2CCOCC2)n1	.	6	.	0	8	39	3	6
55	Nc1cccc(-c2nc3ncccc3o2)c1	0.3	1	7	1	-19	9	-1	-2
56	O=C(NCCc1ccccc1)C(=O)NCCC1CCCCN1S(=O)(=O)c1cccs1 (stereo unspecified)	-0.7	6	-14	.	1	-5	-2	2
57	C[C@H](CO)N1C[C@H](C)[C@@H](CN(C)S(=O)(=O)c2cccs2)Oc2ccc(NC(=O)CCN3CCOCC3)cc2C1=O	0.2	-10	-3	-9[16.7 µM]	5	-12	6	4
58	CCCn1c(=O)c2c(nc3n2CCS3)n(C)c1=O	-0.7	-11	18	.	6	.	.	.
59	Cn1c(=O)c(=O)n(C)c2cc(S(=O)(=O)N3CCN(c4ccccc4F)CC3)ccc21	.	-6	-12	-11	.	.	0	-7
60	Cc1ccccc1CN1CCN(c2ccc(S(=O)(=O)N3CCCC3)cn2)CC1	-0.6	-5	.	-10	1	18	-4	4

Entries by screen from above:
Entries 35–44 in C2C12 statin, in turn: 7, ., ., 0, -4, 37, -32, ., 1, 9
Entries 35–44 in PGC1a acetyl inh, in turn: 9, 7, 17, -6, ., -6, ., -19, 5, 0
